Assay outcomes as filed in PubChem.
Hep lipid drop: modulators of hepatic lipid droplet formation. AML12 mouse hepatocytes, oleate lipid droplets, BODIPY imaging. hit rate 0.4% among 240,000. AID 1656. inhibition, % at 6.5 µM;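 active = lipid droplet intensity inhibited by at least 50%, with more than 500 cells counted; inconclusive = wells with under 300 cells, treated as cytotoxic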
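Material – AML12 mouse liver cells · Also added – oleate loading, 100 µM · Compound dosing – 6.5 µM single-point dosing · Times – overnight treatment with compound plus oleate · Measured by – fluorescence imaging, 20x objective, two fields per well · Read-out – percent inhibition of filter-corrected integrated lipid droplet intensity per well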
T cell HTS: modulates CD8 T cell binding to vesicles; calls only at 7 µM; hit rate 0.068% among 330,000; 2C CD8+ T cell-vesicle binding, flow cytometry; stronger effect = lower value; AID 2052;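 active = response, share of CD8 T cells binding vesicles, and their 90th percentile fluorescence all below set limits, cut at about 80% in these data, passing the limit was not always enough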
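Assay system: 2C TCR transgenic mouse naive CD8+ T cells, MACS-purified | Read-out: CD8+ gate FL2 mean fluorescence as % of same-row positive control | Signal: High-throughput flow cytometry with anti-B7-1 and anti-CD8 staining | Timing: Binding step 1.5 h, 37 °C, antibody labelling 20 min, ice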
Myeloid diff 2: compounds promoting myeloid differentiation | hit rate 1% among 360,000 | ER-HoxA9 myeloid progenitors, lysozyme-GFP differentiation, flow cytometry | calls only at 10 µM;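 active = normalized GFP-positive differentiation at or above the plate's own cutoff, the solvent-only control mean plus 3 SD; inconclusive = no clear call, values can overlap the other calls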;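 note: cells exposed to compound for four days before flow analysis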
Hep lipid drop cells 6.5 µM: further read-out of Hep lipid drop, marked with its call; cell count; measured here: cell count, cytotoxicity flag;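 cells counted across two imaged fields per well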
T cell HTS vesicle-bound %: recorded beside T cell HTS, whose call it bears; double positive events, %; measured here: CD8+ vesicle-bound cell fraction;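 binding gate set so that unloaded-vesicle control wells show 10% double positive cells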
Myeloid diff 2 GFP+ MAC1+ %: also measured in Myeloid diff 2; calls as there; GFP+ MAC1+ double positive, %; measured here: differentiation confirmed by MAC1 staining
An asterisk follows results filed as active; i = inactive; u = inconclusive; x = not tested or not shown; + = active, no number.

SMILES	Hep lipid drop	Hep lipid drop cells 6.5 µM	T cell HTS	T cell HTS vesicle-bound %	Myeloid diff 2	Myeloid diff 2 GFP+ MAC1+ %
O=C(O)CC(C(=O)Nc1ccc(Cl)cc1)N1CCCCCC1 (centres undefined)	0	802	i	58	i	0.4
CCN1CCN(C(CNS(=O)(=O)c2ccccc2)c2cccnc2)CC1 (centres undefined)	-30	614	i	6	i	0.4
COc1ccc(N(CC(=O)N2CCN(c3ccccc3)CC2)S(=O)(=O)c2ccc(C)cc2)cc1	-59	661	i	30	i	1.0
COCCN(C(=O)COC(=O)c1cccs1)c1c(N)n(Cc2ccccc2)c(=O)[nH]c1=O	4	840	i	10	i	0.3
COC(C(=O)Nc1ccnn1C1CCN(Cc2ccc(CO)o2)CC1)c1ccccc1 (centres undefined)	2	861	i	10	i	3.3
Cc1cc(NC(=O)CSc2cn(CC(=O)N(C(C)C)C(C)C)c3ccccc23)no1	-6	725	i	9	i	0.8
C=CCOCC(O)Cn1c(N2CCCC2)nc2c1c(=O)[nH]c(=O)n2C (centres undefined)	3	815	i	45	i	0.6
Cc1ccccc1C(=O)N1CCc2cc(-c3csc(NC(=O)CN4CCCC4)n3)ccc21	-9	772	i	27	i	0.3
Cc1ccc(-c2nc(CS(=O)(=O)CC(=O)NCCCN(Cc3ccccc3)C(C)C)c(C)o2)cc1	-30	737	i	62	i	6.5
COc1cc(/C=C2\CCC(C3CCCC3)C2=O)cc(OC)c1OC (centres undefined)	-16	775	i	58	i	0.6
COc1cc(OC)cc(C(=O)Nc2ccc(N(C)C)c3ccccc23)c1	-1	852	i	17	i	0.7
CC(C)Oc1ccccc1C1NC(=O)CCC1[N+](=O)[O-] (centres undefined)	6	854	i	63	i	3.4
CNc1c(NS(=O)(=O)c2cc(OC)ccc2OC)c(=O)oc2ccccc12	-6	832	i	22	i	0.3
COc1ccc(CCNC(=O)C(=O)NCC2OCCN2S(=O)(=O)c2ccc3c(c2)OCCO3)cc1 (centres undefined)	-4	717	i	10	i	3.3
Cc1cccc(C(=O)NNC(=O)C23CC4CC(CC(C4)C2)C3)c1O	5	761	i	56	i	2.2
C#Cc1ccc(CN2CCN(CCc3ccccc3)C(CCO)C2)cc1 (centres undefined)	-1	787	i	8	i	0.2
CC(=O)NCCc1nc2cc(NS(=O)(=O)c3ccccc3)ccc2n1C	-5	720	i	30	i	0.3
CC(=O)N1CCN(C2=NC(=O)/C(=C/c3ccc(OS(=O)(=O)c4ccccc4)cc3)S2)CC1	12	724	i	17	u	x
CCOCCCNC(=O)c1cc(-c2cccnc2)nc2ccc(S(=O)(=O)N3CCC(C)CC3)cc12	3	739	i	8	i	0.7
COc1cc(/C=N/NC(=O)CNC(=O)c2ccncc2)ccc1OC(C)=O	1	649	i	8	i	0.5
COc1cc(C(=O)NCC(=O)N/N=C/c2ccc(-c3cccc([N+](=O)[O-])c3)o2)cc(OC)c1OC	0	766	i	24	i	0.3
Cn1c(=O)c2c(ncn2CC(=O)NC2CCCCC2)n(C)c1=O	-8	844	i	12	i	0.5
Cc1cc(Br)ccc1NC(=O)c1ccco1	10	865	i	18	i	0.2
NS(=O)(=O)c1ccc(CCNC(=O)c2cccc3ccccc23)cc1	-3	774	i	27	i	0.2
CCCOc1cccc(C(=O)Nc2ccccc2C(=O)N2CCN(C)CC2)c1	0	831	i	20	i	0.6
New compounds follow
SMILES	Hep lipid drop	Hep lipid drop cells 6.5 µM	T cell HTS	T cell HTS vesicle-bound %	Myeloid diff 2	Myeloid diff 2 GFP+ MAC1+ %
O=C(NCc1ccccn1)C(=O)NCC1OCCCN1S(=O)(=O)c1cc(F)ccc1F (centres undefined)	-7	663	i	9	i	1.1
CCN(CC)CCn1c(=S)[nH]c2cc(C(=O)N3CC(C)CC(C)C3)ccc2c1=O (centres undefined)	-3	705	i	23	i	4.7
COC(c1ccc(Cl)cc1)(c1ccc(Cl)cc1)C(Oc1nccc(C)n1)C(=O)O (centres undefined)	1	810	i	61	i	0.3
O=C(Nc1ccnn1C1CCN(C(=O)c2ccc(F)c(Cl)c2)CC1)C1CC1	-11	707	i	30	i	1.6
COC(=O)c1ccccc1S(=O)(=O)NCc1nc2nc(C)cc(C)n2n1	6	752	i	38	i	2.7
Nc1ncc([N+](=O)[O-])c(N2CCCCCC2)n1	6	803	i	23	i	7.5
CCCc1cc(C(=O)N2CCCC(Cc3ccccc3C)(C(=O)OCC)C2)no1 (centres undefined)	0	712	i	16	i	1.0
COc1ccccc1C(=O)Nc1c(C(=O)N2CCN(C)CC2)oc2ccccc12	7	700	i	55	i	0.8
O=C(CNc1cccc(S(=O)(=O)N2CCOCC2)c1)Nc1ccccc1F	-3	667	i	6	i	3.3
COc1ccc(NC(=O)CS(=O)CC(=O)Nc2ccc(F)cc2F)cc1 (centres undefined)	-7	749	i	27	i	1.0
COC(CNC(=O)C(=O)Nc1cc2c3c(c1)CCN3C(=O)CC2)OC	13	810	i	19	i	6.2
O=C(NCCN1CCOCC1)c1cc([N+](=O)[O-])ccc1Cl	-1	830	i	6	i	0.1
Cc1nc(Cl)sc1C(=O)Nc1ccccc1Cl	0	843	i	33	i	0.0
CCOC(=O)c1ccc(NC(=O)Cn2c(C)nc3c(sc(=S)n3CC)c2=O)cc1	-10	721	i	16	i	0.8
CC(C)c1c(C(=O)N/N=C/c2cccc(OCc3ccc(F)cc3)c2)nnn1-c1nonc1N	-4	671	i	9	i	0.7
CC1Cc2cc(S(=O)(=O)CCC(=O)N3CCN(c4ccccc4)CC3)ccc2N1C(=O)C1CC1 (centres undefined)	29	714	i	20	i	5.0
COc1ccc(NC(=O)CSc2nnc(CN3CCOCC3)n2C)cc1Cl	27	649	i	26	i	0.8
O=C(O)CCCn1ccc2cc(S(=O)(=O)N3CCCC3)ccc21	-9	685	i	30	i	0.8
Cc1ccc(CNC(=O)C2CCCN2C(=O)Nc2ccc(C)cc2)cc1 (centres undefined)	-11	822	i	46	i	0.7
CC1(C)Oc2ccc3ccc(=O)oc3c2CC1O (centres undefined)	-5	795	i	16	i	0.2
CCSc1nc2sc3c(c2c(=O)n1-c1ccccc1)CCN(C(C)C)C3	5	805	i	27	+	2.0*
O=C(Nc1ccccc1Cl)c1cc2ccccc2o/c1=N\O	-33	804	i	55	i	0.2
CC(=O)N1CCOc2ccc(S(=O)(=O)N3CCC(C)CC3)cc21	-4	716	i	21	i	0.0
Cc1ccc(S(=O)(=O)N(C)CC(=O)NCCCc2ccccc2)cc1	-10	780	i	9	i	0.7
COc1ccc(NC(=O)N2CCc3ccccc3C2)cc1OC	-11	821	i	4	i	0.8
(more compounds)
SMILES	Hep lipid drop	Hep lipid drop cells 6.5 µM	T cell HTS	T cell HTS vesicle-bound %	Myeloid diff 2	Myeloid diff 2 GFP+ MAC1+ %
O=C(CCc1ccccc1)Nc1ccnn1C1CCN(Cc2ccc(OCCO)cc2)CC1	-2	708	i	38	i	2.4
Cc1ccc(CNC(=O)C2CCCCN2S(=O)(=O)c2ccccc2)cc1 (centres undefined)	-2	738	i	27	i	1.6
CCCS(=O)(=O)N1CCN=C1SCc1ccc(F)cc1	-21	696	i	9	i	1.5
O=C(N/N=C/c1ccc(O)c(O)c1)c1cc(-c2ccccc2)nc2ccccc12	-5	817	i	40	i	0.8
CC1CCCN(S(=O)(=O)c2ccc(CN3C(=O)c4cccnc4C3=O)cc2)C1 (centres undefined)	18	698	i	44	i	0.0
Cn1c(SCC(=O)Nc2nccs2)nnc1C1CC1	4	777	i	10	i	1.5
CC1CCN(Cc2c(C(=O)N3CCc4ccccc4C3)nc3ccc(Cl)cn23)CC1	6	786	i	63	i	1.1
O=C(N=C1SC2CS(=O)(=O)CC2N1c1ccc(OC(F)(F)F)cc1)C1CC1 (centres undefined)	-22	683	i	27	i	2.2
Cc1ccc(N(CC(=O)NCC(O)c2ccccc2)S(=O)(=O)c2ccc(C)cc2)cc1 (centres undefined)	-1	732	i	14	i	2.1
CCCCCCNC(=O)CNC(=S)N(Cc1cccs1)C1CCCCC1	-21	590	i	45	i	0.4
COc1ccc(S(=O)(=O)Nc2ccccc2C(=O)N2CCOCC2)cc1C	8	811	i	17	i	1.0
O=C(Nc1cc(Cl)ccc1N1CCOCC1)c1cccnc1	0	760	i	24	i	0.9
CC(=O)Oc1ccc(-c2csc(Nc3cccc(C)n3)n2)cc1	-1	843	i	46	i	0.6
Cc1noc(/C=C/c2cccnc2)c1[N+](=O)[O-]	13	854	i	19	i	0.0
COc1cccc(C(=O)Nc2cccc3ccccc23)c1OC	1	803	i	61	i	0.7
COc1ccccc1C(=O)N(Cc1ccc(C)o1)C1CCS(=O)(=O)C1 (centres undefined)	0	812	i	36	i	0.4
CCS(=O)(=O)N1Cc2ccccc2CC1C(=O)NCCc1c[nH]c2ccccc12 (centres undefined)	-8	770	i	21	i	1.1
COc1ccccc1NS(=O)(=O)c1cc2c3c(c1)CC(=O)N3CCC2	-14	663	i	43	i	4.0
Cc1ccc(C)c(NC(=O)C2CCCN(S(=O)(=O)c3ccc4[nH]c(=O)ccc4c3)C2)c1 (centres undefined)	10	882	i	24	i	2.5
c1ccc2c(OCCCN3CCCCCC3)cccc2c1	-9	785	i	55	i	0.3
COc1ccc(CNC(=O)C2CCN(C(=O)Cc3ccccc3)CC2)cc1	16	828	i	15	i	0.3
Cn1c(/N=C/c2ccccc2[N+](=O)[O-])nc2ccccc21	-1	805	i	55	i	0.7
CC1CCN(CCCCOc2ccc(F)cc2)CC1	-1	841	i	7	i	0.1
COc1ccc(OS(=O)(=O)Cc2ccccc2)cc1	-2	821	i	30	i	0.2
CCN(CC)S(=O)(=O)c1ccc(N(C)C)c(NC(=O)CSCc2c(C)noc2C)c1	-8	707	i	60	i	3.1

15 entries already listed, ordered by molar mass, rising.
SMILES	Hep lipid drop	Hep lipid drop cells 6.5 µM	T cell HTS	T cell HTS vesicle-bound %	Myeloid diff 2	Myeloid diff 2 GFP+ MAC1+ %
Cc1noc(/C=C/c2cccnc2)c1[N+](=O)[O-]	13	854	i	19	i	0.0
Cn1c(/N=C/c2ccccc2[N+](=O)[O-])nc2ccccc21	-1	805	i	55	i	0.7
c1ccc2c(OCCCN3CCCCCC3)cccc2c1	-9	785	i	55	i	0.3
Cn1c(SCC(=O)Nc2nccs2)nnc1C1CC1	4	777	i	10	i	1.5
COc1cccc(C(=O)Nc2cccc3ccccc23)c1OC	1	803	i	61	i	0.7
O=C(Nc1cc(Cl)ccc1N1CCOCC1)c1cccnc1	0	760	i	24	i	0.9
COc1ccccc1C(=O)N(Cc1ccc(C)o1)C1CCS(=O)(=O)C1 (centres undefined)	0	812	i	36	i	0.4
COc1ccc(CNC(=O)C2CCN(C(=O)Cc3ccccc3)CC2)cc1	16	828	i	15	i	0.3
Cc1ccc(CNC(=O)C2CCCCN2S(=O)(=O)c2ccccc2)cc1 (centres undefined)	-2	738	i	27	i	1.6
O=C(N/N=C/c1ccc(O)c(O)c1)c1cc(-c2ccccc2)nc2ccccc12	-5	817	i	40	i	0.8
COc1ccc(S(=O)(=O)Nc2ccccc2C(=O)N2CCOCC2)cc1C	8	811	i	17	i	1.0
CCCCCCNC(=O)CNC(=S)N(Cc1cccs1)C1CCCCC1	-21	590	i	45	i	0.4
CC1CCCN(S(=O)(=O)c2ccc(CN3C(=O)c4cccnc4C3=O)cc2)C1 (centres undefined)	18	698	i	44	i	0.0
O=C(CCc1ccccc1)Nc1ccnn1C1CCN(Cc2ccc(OCCO)cc2)CC1	-2	708	i	38	i	2.4
CCN(CC)S(=O)(=O)c1ccc(N(C)C)c(NC(=O)CSCc2c(C)noc2C)c1	-8	707	i	60	i	3.1

Going on with the list.
SMILES	Hep lipid drop	Hep lipid drop cells 6.5 µM	T cell HTS	T cell HTS vesicle-bound %	Myeloid diff 2	Myeloid diff 2 GFP+ MAC1+ %
CC(=O)N1[C@H](Cc2ccccc2)C=C[C@]1(C)C(=O)NCCN1CCOCC1	-9	788	i	6	i	1.4
CC(=O)c1cccc(NC(=O)c2cc(-c3cccs3)on2)c1	6	798	i	21	i	0.4
CC1CN(C(=S)Nc2ccc(Br)cc2Cl)CC(C)O1 (centres undefined)	3	661	i	65	i	1.2
CCN(CC)S(=O)(=O)c1ccc(OC)c(NS(=O)(=O)Cc2ccccc2)c1	-7	836	i	48	i	0.3
Cc1ccc2c(c1)cc1c(=O)n(CC(=O)NCCN3CCCC3)nc(C)n12	-25	686	i	28	i	0.7
Cc1ccccc1NC(=O)c1cccc2c1C(=O)N(C1CCCCC1)C2	19	748	i	58	i	0.4
CCOc1ccc(N(CC(=O)NC2CC3CCC2C3)S(=O)(=O)c2ccc(C)cc2)cc1 (centres undefined)	-17	646	i	23	i	1.2

Some of the compounds tested; rates above refer to the full screens.
